Rab9 promoter act – Rab9 promoter activation; Huh7 Rab9 promoter-luciferase reporter, luminescence, 24 h; Potency, µM (titrated, usually from 9.22 µM), for the others: at the top dose activation, negative = inhibition, most hits filed as activators; 2.8% of 320,000 active; AID 485297; also: potency is read from the fitted curve at half-maximal effect; % of control where 0% means no effect; nearly all actives have a fitted effect of over 60% in size
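Stable Rab9-luc Huh7, 1500 cells/well, 2 h settle; cmpd in DMSO, 24 h, 37 °C/5% CO2; luciferase reagent 10 min RT; luminescence.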
Giardia kill – kills Giardia lamblia | Giardia lamblia trophozoite viability | activity change, % at 7.66 µM, hits read low | 0.15% of 340,000 active | AID 540267; in the data active = activity change below about -80%; inconclusive = between about -30% and that limit;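 also: parasites exposed to compound for two days anaerobically before the ATP read; % is scaled to controls: 0 for no effect and ±100 for the full control effect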
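Killing of trophozoites was scored by loss of ATP luminescence after a 48 hrs anaerobic exposure to compounds at 37 deg C, using 100 cells per well.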
KCNH2 3.1 inh – inhibitors of human KCNH2 3.1 potassium channel isoform; activity change, % (tested at about 1.8 µM); U2OS KCNH2 3.1, thallium flux FluxOr; hits give low values; AID 720553; 0.95% of 340,000 active;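 active = maximum activity change below -70%; inconclusive = maximum activity change from -70% to -50%; inactive = maximum activity change above -50%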;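 also: thallium influx rate constant from kinetic fluorescence after stimulation buffer; % is scaled to controls: 0 for no effect and ±100 for the full control effect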
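Thallium flux via FluxOr fluorescence (Red40 quencher, 45 min loading) in U2OS cells virally expressing the KCNH2 3.1 isoform (1.77 x 10^8 /mL virus, overnight at 37 C). Rate constants from 2-min kinetic reads post-stimulation, normalised to positive and negative controls.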
RORgamma inh – blocks mouse ROR gamma transcriptional activity; P51450; Drosophila S2 Gal4-RORgamma UAS-luciferase reporter, 20 h; Potency, µM (titrated, usually from 53.6 µM), inactives show at the highest dose activity change, negative = inhibition, hits mostly inhibitors; 5.4% of 310,000 active; AID 2551; also: potency is read from the fitted curve at half-maximal effect; % is scaled to controls: 0 for no effect and ±100 for the full control effect; nearly all actives have a fitted effect of over 60% in size
Target sequence (P51450 whole entry, looked up, the tested form may be a part): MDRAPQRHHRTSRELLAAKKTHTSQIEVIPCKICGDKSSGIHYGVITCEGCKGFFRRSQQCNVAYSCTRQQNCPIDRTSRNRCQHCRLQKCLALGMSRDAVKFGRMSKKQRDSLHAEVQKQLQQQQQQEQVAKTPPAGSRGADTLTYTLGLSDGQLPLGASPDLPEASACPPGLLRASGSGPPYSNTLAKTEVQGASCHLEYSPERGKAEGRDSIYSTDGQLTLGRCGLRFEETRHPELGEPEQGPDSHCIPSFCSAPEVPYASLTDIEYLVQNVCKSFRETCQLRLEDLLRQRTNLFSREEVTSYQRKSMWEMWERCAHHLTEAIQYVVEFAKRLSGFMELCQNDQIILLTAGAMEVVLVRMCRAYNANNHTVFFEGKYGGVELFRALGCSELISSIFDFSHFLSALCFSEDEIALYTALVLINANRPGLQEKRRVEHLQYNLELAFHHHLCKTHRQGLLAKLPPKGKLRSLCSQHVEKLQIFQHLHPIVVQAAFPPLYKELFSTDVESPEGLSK
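Schneider cells (Drosophila), stable Gal4 DBD–ROR gamma + UAS-luc; 1 hr cmpd preincubation; Cu2+ induction 700 uM final; 20 hr ambient; luminescence.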
NPC1 promoter act – activators of NPC1 promoter; 2.4% of 320,000 active; AID 485313; Potency, µM (top dose mostly 9.22 µM), for the others: at the top dose activation, most hits filed as activators; Huh7 NPC1 promoter luciferase reporter, 24 h;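 also: potency is read from the fitted curve at half-maximal effect; % of control where 0% means no effect; nearly all actives have a fitted effect of over 60% in size; reporter is driven by a mutant NPC1 promoter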
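Stably transfected Huh7 (NPC1 promoter→luciferase), 1500 cells/well in Opti-MEM + 10% FBS, 2 h settle, then compound 24 h at 37 °C. Luminescence after 10 min with Amplite reagent.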
Tb PFK inh – blocks T. brucei phosphofructokinase; 0.17% of 330,000 active; Potency, µM (top dose mostly 57.5 µM), inactives show at the highest dose activity, negative = inhibition, most hits filed as inhibitors; T. brucei PFK, ADP-Glo luminescence;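 also: potency is read from the fitted curve at half-maximal effect; 0% = uninhibited 1x PFK enzyme wells and -100% = no-enzyme wells; nearly all actives have a fitted effect of over 60% in size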
Target sequence (O15648 whole entry, looked up): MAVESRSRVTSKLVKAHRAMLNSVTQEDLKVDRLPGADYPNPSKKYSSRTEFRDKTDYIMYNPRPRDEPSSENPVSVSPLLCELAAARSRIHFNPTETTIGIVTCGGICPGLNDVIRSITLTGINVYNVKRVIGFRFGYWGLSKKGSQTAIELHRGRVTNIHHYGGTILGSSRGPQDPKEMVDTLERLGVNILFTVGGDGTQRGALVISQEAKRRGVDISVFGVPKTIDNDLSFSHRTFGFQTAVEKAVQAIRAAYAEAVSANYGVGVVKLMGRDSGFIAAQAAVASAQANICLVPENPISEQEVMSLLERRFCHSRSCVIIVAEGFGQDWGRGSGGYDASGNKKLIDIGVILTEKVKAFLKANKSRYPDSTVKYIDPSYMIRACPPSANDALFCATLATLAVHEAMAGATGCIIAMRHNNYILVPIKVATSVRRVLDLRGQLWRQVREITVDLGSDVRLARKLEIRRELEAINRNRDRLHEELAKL
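ADP-Glo luminescence quantified ADP after 45 min at room temperature, with 1.25 nM T. brucei PFK, 0.1 mM ATP and 0.5 mM fructose-6-phosphate in pH 8.0 TEA buffer. qHTS titrations up to 57 µM; curves classified by quality.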
FLuc counter – inhibits or activates purified firefly luciferase, miR-21 counter-screen. Potency, µM (doses to about 57.5 µM), without a hit: at the top dose activity change, negative = inhibition, hits mostly inhibitors. purified FLuc, Km substrates, luminescence inhibition. 6.9% of 360,000 active. P08659. AID 588342;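 also: potency is read from the fitted curve at half-maximal effect; plate controls were vehicle for no effect and reference inhibitor for full effect; nearly all actives have a fitted effect of over 55% in size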
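Biochemical qHTS of compounds, final roughly 60 µM downward over six points, against 10 nM purified firefly luciferase using Km concentrations of substrates (10 uM D-luciferin, 10 uM ATP) in Tris acetate pH 7.5 buffer; luminescence output.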
Coupling enz – inhibits coupling enzyme system, counter-screen for aldolase hits | coupling enzyme system counterscreen, AmpLite Red fluorescence | activity change, negative = inhibition, % at 58.2 µM, hits read low | 0.67% of 290,000 active; in the data active = activity change below about -30%; also: % is scaled to controls: 0 for no effect and ±100 for the full control effect
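Coupling enzymes only (glyceraldehyde-3-phosphate) + compound, at 57.5 uM final, 10 min RT; add substrate/coupling/AmpLite Red mix, 20 min RT; fluorescence ex 525/em 598 nm. Actives flag coupling-system interference.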
ELG1 genotoxic – induces genotoxicity in HEK293T cells with luciferase-tagged ELG1. Potency, µM (highest dose often 46 µM), for inactives: top-dose activity change, positive = activation, most hits filed as activators. 1.3% of 330,000 active. HEK293T ELG1-luciferase reporter, luminescence, 16 h; also: potency is read from the fitted curve at half-maximal effect; % of control where 0% means no effect; nearly all actives have a fitted effect of over 60% in size
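Cells (2,000/well) expressing the ELG1-luciferase fusion are dosed by pin tool and kept 16 hr at 37 °C, 5% CO2. Signal comes from ONE-Glo luciferase reagent after 30 min at room temperature.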
Gal4-VP16 FLuc – counter-screen for ROR gamma inhibitors: Gal4-VP16 reporter; Potency, µM (highest dose often 53.6 µM), without a hit: top-dose activity, negative = inhibition, most hits filed as inhibitors; 3.5% of 310,000 active; Drosophila S2 Gal4-VP16 UAS-luciferase, luminescence, 20 h; AID 2546;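 also: Gal4-VP16 expression switched on by copper sulfate through the metallothionein promoter; potency is read from the fitted curve at half-maximal effect; % is scaled to controls: 0 for no effect and ±100 for the full control effect; nearly all actives have a fitted effect of over 50% in size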
uPA generation – blocks generation of uPA at the cell surface | cell surface uPA generation assay, qHTS | Potency, µM (series often up to 38.3 µM), for inactives: at the top dose activity change, negative = inhibition, actives largely listed as inhibitors | 0.31% of 330,000 active; active = well fitted inhibition curve with a large enough effect; inconclusive = small, poorly fitted or top-dose-only effect; inactive = no such curve, though single readings can be large or run the other way; tested in mouse RAW 264.7 cells; also: potency is read from the fitted curve at half-maximal effect; % is scaled to controls: 0 for no effect and ±100 for the full control effect; nearly all actives have a fitted effect of over 55% in size
Numbers without * were called inactive; u = inconclusive; x = not tested or not shown; & = joins results of further samples; [ ] = dose if it differs, or a comment. Unless noted, calls follow the shape of the dose curve; as a rule, active = well fitted curve in the direction sought with a large enough effect; inconclusive = small, poorly fitted or top-dose-only effect, or another doubt; inactive = no such curve, though single readings can be large; an effect the other way counts as inactive or inconclusive.

1	CCOC(=O)Nc1nnc(/C=C/c2ccc(OC)cc2)s1
2	Cc1ccccc1NCCC(=O)Nc1ccc(Cl)cc1
3	Cc1ccc(S(=O)(=O)NCC(=O)OCc2cc(=O)oc3c(C)c(C)ccc23)cc1C
4	Cc1cccc(CCN(C(=O)c2csnn2)C(C(=O)NC2CCCC2)c2ccco2)c1 (stereo not given)
5	CC(OC(=O)c1cccc(S(=O)(=O)N2CCCC2)c1)C(=O)NC1CCCCC1C (stereo not given)
6	C=CCNC(=S)N/N=C(\C)c1cccnc1
7	O=C(CN1C(=O)CCC1=O)NC(=O)NC1CCCC1
8	COc1ccc(-n2nnnc2SCC(=O)NCc2cccs2)cc1

entry no.,1,2,3,4,5,6,7,8
Rab9 promoter act,0%,17%,-2%,1%,-1%,1%,0%,5%
Giardia kill,11,5,-9,3,-16,1,-6,-22
KCNH2 3.1 inh,-7,-5,13,4,14,-3,2,-7
RORgamma inh,-11%,42%,x,13%,x,3.2µM*,-9%,7%
NPC1 promoter act,8%,-5%,1%,-4%,-2%,0%,0%,1%
Tb PFK inh,-1%,4%,-3%,-9%,0%,2%,0%,-2%
FLuc counter,13µM*,u,x,7%,1%,6%,0%,-1%
Coupling enz,1,-1,x,-1,x,5,3,3
ELG1 genotoxic,16%,7%,-2%,-3%,-1%,0%,2%,-2%
Gal4-VP16 FLuc,-4%,0%,x,-1%,x,20µM*,-3%,10%
uPA generation,1%,-2%,0%,4%,1%,-19%,0%,-3%

9	CC(=O)c1oc2ccccc2c1NC(=O)CN1CCCCC1
10	CC(=C1C(=O)c2ccccc2C1=O)N1CCN(Cc2ccccc2)CC1
11	CN(C(=O)COC(=O)CSc1ccc(C(N)=O)cc1[N+](=O)[O-])C1CCCCC1
12	O=S(=O)(Cc1ccccc1)Nc1cccc(Br)c1
13	CCc1nc(SCC(=O)NC2CC2)c2c(C)c(C)sc2n1
14	CC(C)Cc1cc(C(=O)Nc2ccccc2)c2ccccc2n1
15	CC(OC(=O)c1ccccc1)C(=O)NCc1ccco1 (stereo not given)
16	CSCCC(NC(=O)c1cccc([N+](=O)[O-])c1)c1nc2ccccc2[nH]1 (stereo not given)

entry no.,9,10,11,12,13,14,15,16
Rab9 promoter act,-3%,1%,0%,0%,-6%,0%,x,1%
Giardia kill,-1,24,4,4,-15,-1,-22,2
KCNH2 3.1 inh,u,16,-8,-11,19,-35,12,-1
RORgamma inh,-12%,3%,x,-7%,u,2%,x,0%
NPC1 promoter act,-8%,-1%,-1%,-2%,-2%,-3%,x,-2%
Tb PFK inh,0%,5%,0%,1%,2%,-4%,-13%,-6%
FLuc counter,u,-15%,u,2%,0%,-2%,x,-7%
Coupling enz,-1,-7,x,-2,1,-1,x,-1
ELG1 genotoxic,4%,2%,0%,1%,0%,-5%,-1%,-1%
Gal4-VP16 FLuc,1%,4%,x,2%,-1%,-7%,x,-1%
uPA generation,-8%,1%,-6%,-4%,0%,9%,10%,-1%

Shown with bars between the fields: part of the list above.
no. | Compound | Rab9 promoter act | Giardia kill | KCNH2 3.1 inh | RORgamma inh | NPC1 promoter act | Tb PFK inh | FLuc counter | Coupling enz | ELG1 genotoxic | Gal4-VP16 FLuc | uPA generation
14 | CC(C)Cc1cc(C(=O)Nc2ccccc2)c2ccccc2n1 | 0% | -1 | -35 | 2% | -3% | -4% | -2% | -1 | -5% | -7% | 9%
13 | CCc1nc(SCC(=O)NC2CC2)c2c(C)c(C)sc2n1 | -6% | -15 | 19 | u | -2% | 2% | 0% | 1 | 0% | -1% | 0%

Following part.
17	CCCCN(CC)CCCNC(=O)c1cn(C)c2ccc(S(=O)(=O)N(C)C3CCCCC3)cc2c1=O
18	O=C(CCNS(=O)(=O)c1ccccc1)N1CCC(Cc2ccccc2)CC1
19	CN(Cc1ccccc1)C(=O)c1[nH]cnc1C(=O)Nc1ccc(Cl)cc1
20	CCNC(=O)c1ccccc1SCC(=O)Nc1ccc(F)cc1
21	Nc1ncnc2nc(SCc3ccccc3)[nH]c12
22	O=C(CSc1nnc(Nc2ccccc2)s1)NC1CCS(=O)(=O)C1 (stereo not given)
23	CC(=O)c1ccc(NS(=O)(=O)c2ccc3c(c2)N(C(C)=O)CCO3)cc1
24	CN(CC(=O)Nc1ccc2c(c1)OCO2)S(=O)(=O)c1cccs1

entry no.,17,18,19,20,21,22,23,24
Rab9 promoter act,4%,-5%,-1%,1%,-13%,x,1%,u
Giardia kill,20,-11,4,-8,u,-25,7,13
KCNH2 3.1 inh,-24,15,-3,-2,-11,6,-14,25
RORgamma inh,-14%,32%,x,u,29%,x,9%,11%
NPC1 promoter act,1%,2%,4%,2%,-4%,x,-4%,u
Tb PFK inh,0%,-3%,-1%,3%,2%,0%,1%,3%
FLuc counter,1%&0%,1%,u,-14%,2%,x,1%,17µM*
Coupling enz,-1,x,x,-4,5,x,3,2
ELG1 genotoxic,-2%,-14%,-3%,0%,0%,0%,2%,u
Gal4-VP16 FLuc,0%,13%,x,-4%,3%,x,0%,20%
uPA generation,-8%,-5%,u,-1%,-1%,2%,-3%,2%

Along the list, quoted from above:
Compounds 17 to 23 in Rab9 promoter act: 4%, -5%, -1%, 1%, -13%, x, 1%
Compounds 17 to 23 in Giardia kill: 20, -11, 4, -8, u, -25, 7

Following part:
25	O=C(c1ccccc1)N1CCCc2ccccc21
26	CCOc1cc(C(=S)N2CCCC2)ccc1OCc1ccccc1
27	CCCc1noc2c1/C(=N\O)CC(c1ccccc1)C2 (stereo not given)
28	CC12CCC(C(=O)N/N=C/c3ccc(O)cc3)(OC1=O)C2(C)C (stereo not given)
29	COc1cc(C(=O)N/N=C/c2ccccn2)cc(OC)c1OC
30	COc1cc(C(C)=O)ccc1OCC(O)CN1CCN(c2ccccn2)CC1 (stereo not given)
31	OC(CCc1ccncc1)COc1ccccc1 (stereo not given)
32	CCOc1ccc(NC(=O)CN2C(=O)CSC(C)C2=O)cc1 (stereo not given)

entry no.,25,26,27,28,29,30,31,32
Rab9 promoter act,1%,1%,6%,u,-4%,4%,-3%,-2%
Giardia kill,-5,-9,-7,9,18,-4,-6,4
KCNH2 3.1 inh,-10,0,-13,11,2,6,0,10
RORgamma inh,43%,u,-6%,6%,u,16%,x,-19%
NPC1 promoter act,-1%,-1%,1%,-1%,-22%,5%,0%,-1%
Tb PFK inh,0%,1%,-3%,1%,-10%,3%,-4%,-2%
FLuc counter,2%,3%,4%,6%,3%,-2%,5%,17µM*
Coupling enz,3,0,0,0,2,-2,x,0
ELG1 genotoxic,1%,0%,4%,-1%,-3%,0%,-1%,-2%
Gal4-VP16 FLuc,-2%,u,1%,-11%,-8%,3%,x,-20%
uPA generation,-5%,6%,2%,3%,-20%,3%,-4%,-1%

33	COC(=O)c1c(NC(=O)CN2C(=O)NC3(CCC(C)CC3)C2=O)sc2c1CCC2 (stereo not given)
34	COc1ccc(C(=O)N/C(=C\c2cn(C)c3ccccc23)C(=O)N2CCN(C)CC2)cc1
35	COc1ccc(OC)c(Nc2nc(N)nc(CSc3nnc(N)s3)n2)c1
36	Cc1ccc(S(=O)(=O)N2CCOCC2)cc1NC(=O)c1cccc(S(=O)(=O)N2CCCC2)c1
37	CC(C)CN(C(=O)COC(=O)Cc1cccc2ccccc12)c1c(N)n(Cc2ccccc2)c(=O)[nH]c1=O
38	O=C(COC(=O)c1cccs1)Nc1cccc(S(=O)(=O)N2CCCCC2)c1
39	O=C(Nc1ccc(F)cc1F)c1ccc(-n2cccn2)nc1

entry no.,33,34,35,36,37,38,39
Rab9 promoter act,-10%,-3%,-3%,-1%,-1%,x,-3%
Giardia kill,-4,u,14,13,6,4,11
KCNH2 3.1 inh,-3,19,19,-4,-16,1,1
RORgamma inh,x,-1%,-28%,6%,x,x,33%
NPC1 promoter act,-6%,3%,3%,1%,0%,x,-2%
Tb PFK inh,1%,11%,-3%,-1%,-1%,-2%,-3%
FLuc counter,-2%,0%,5%,1%,3%,x,-16%
Coupling enz,x,x,3,1,x,x,1
ELG1 genotoxic,2%,0%,u,-14%,0%,4%,-2%
Gal4-VP16 FLuc,x,0%,-18%[0.365 µM],7%,x,x,-14%
uPA generation,-1%,1%,x,9%,9%,-1%,-2%

Compound activity: PubChem, National Center for Advancing Translational Sciences (NCATS)
